# S2 tox: cell viability loss in ATXN counter-screen; S2 cells (HEK-293 line with an ATXN2-luciferase reporter) viability, CellTiter-Fluor protease fluorescence, 24 h; hit rate 0.49% among 400,000; Potency, µM (titrated, usually from 56.7 µM), usual class: cytotoxic; note: potency is the fitted concentration of half-maximal effect; nearly all actives have a fitted effect of over 40% in size
# pAkt inh: inhibitors of Akt phosphorylation; Neuro2A IGF-stimulated pAkt S473 HTRF, 20 min; active compounds read low; activity change, % for hits at 50 µM; hit rate 0.32% among 360,000; AID 651550; in the data active = activity change below about -80%; inconclusive = mostly about -51% to -80%; note: % is set by controls: 0 for no effect and ±100 for the full control effect
#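 Single-point screen (50 µM final compound) in Neuro2A cells stimulated 20 min with 6 nM IGF at 37 deg C. After lysis, Ser473-phosphorylated Akt read by HTRF (ex 330 nm, em 615/665 nm) as the 665/615 ratio.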
# Nrf2 activator: activates Nrf2 signaling. AREc32 ARE-luciferase reporter (MCF7-derived line), luminescence, 24 h. Potency, µM (series often up to 46.1 µM), without a hit: at the highest dose activation, hits mostly activators. hit rate 0.31% among 410,000. AID 624171; note: potency is the fitted concentration of half-maximal effect; % of control where 0% means no effect; nearly all actives have a fitted effect of over 65% in size
#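 Luciferase luminescence (Steady-Glo, 30 min at room temperature) served as the read-out of ARE activation in AREc32 cells treated with compounds for 24 hr at 37 deg C.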
# TGFb SMAD3 inh: TGF-b pathway inhibition | hit rate 1.2% among 410,000 | HepG2 CAGA-GFP TGF-b/SMAD3 reporter, GFP fluorescence, 18 h; TGF-beta stimulated, 500 pg/mL final | AID 588855 | Potency, µM (titrated, usually from 46.1 µM), for the others: top-dose activity, negative = inhibition, usual class: inhibitors; note: potency is the fitted concentration of half-maximal effect; % is set by controls: 0 for no effect and ±100 for the full control effect; nearly all actives have a fitted effect of over 65% in size
#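 Using HEPG2 CAGA-GFP reporter cells at 1000 cells/well, we pinned test compounds, stimulated with recombinant TGF-beta (500 pg/mL final) and measured total well GFP after 18 h.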
# Nrf2 inh: Nrf2 pathway inhibition | hit rate 2.1% among 360,000 | Potency, µM (titrated, usually from 46 µM), inactives show at the top dose activity change, negative = inhibition, actives largely listed as inhibitors | A549 ARE-Fluc reporter, luciferase luminescence, 18-24 h | AID 504444; note: potency is the fitted concentration of half-maximal effect; % is set by controls: 0 for no effect and ±100 for the full control effect; nearly all actives have a fitted effect of over 60% in size
#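 A549 ARE_Fluc cells (5000/well, 5% FBS OPTI-MEM) pre-incubated 2 h, then treated with compounds 18-24 h at 37C/5% CO2 in concentration-response. CellTiter-Fluor viability read first; BugLite luciferase luminescence after 15 min at room temperature gives Nrf2 activity.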
# CCT modulator: changes cytosolic chaperonin activity. hit rate 0.3% among 360,000. purified chaperonin ATPase assay, HTRF ADP detection, 30 min. activity change, % (concentration not given with the values), hits read low; in the data active = activity change below about -30%; note: % is set by controls: 0 for no effect and ±100 for the full control effect
#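 Enzyme 40 or 20 nM (batch-dependent) in Tris pH 7.4/KCl/MgCl2/DTT; cpd 76 uM single point; ATP 10 uM; 30 min 37 °C; Transcreener ADP HTRF detection, 30 min RT; ratio 665/615.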
# HepG2 tox: counter-screen for TGF-b inhibitors: cytotoxicity in HepG2 cells; HepG2 CAGA-GFP viability, ATP luminescence, 18 h; Potency, µM (titrated, usually from 46.1 µM), for inactives: at the top dose activity change, negative = cytotoxicity, most hits filed as cytotoxic; hit rate 0.76% among 410,000; AID 588856; note: potency is the fitted concentration of half-maximal effect; some results filed as inactive show a strong effect at the top dose
#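 CellTiter-Glo luminescence gave cytotoxicity after 18 hours at 37 degrees C. The cells were HepG2 CAGA-GFP in 1% FBS DMEM, stimulated with 500 pg/mL TGF-beta after compound addition. %Activity was normalised to no-cell wells (complete cell-killing) and DMSO (no toxicity), and curves were fitted and classified.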
# MmCpn inh: inhibitors of Methanococcus maripaludis chaperonin (MmCpn) | purified Mm-Cpn ATPase, ADP Transcreener TR-FRET | Potency, µM (series often up to 76.9 µM), inactives show at the top dose activity, negative = inhibition, actives largely listed as inhibitors | hit rate 0.031% among 330,000 | AID 504842; note: potency is the fitted concentration of half-maximal effect; % is set by controls: 0 for no effect and ±100 for the full control effect; nearly all actives have a fitted effect of over 80% in size
#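 TR-FRET (320 nm excitation; 590 and 665 nm emission) reports ADP made from 10 uM ATP by 25 nM enzyme; compounds were preincubated 10 min, reaction run 30 min, both at 37°C.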
# A549 viability: A549 cytotoxicity, counter-screen for Nrf2 inhibitors; A549 ARE-Fluc cells, CellTiter-Fluor viability, 18-24 h; Potency, µM (titrated, usually from 46 µM), for inactives: at the top dose activity change, negative = cytotoxicity, hits mostly inhibitors; hit rate 0.16% among 390,000; note: potency is the fitted concentration of half-maximal effect; % is set by controls: 0 for no effect and ±100 for the full control effect
#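 A549 ARE_Fluc cells in 5% FBS OPTI-MEM were exposed to compounds in concentration-response for 18-24 h at 37 deg C. Viability was read by CellTiter-Fluor fluorescence (Ex 405/Em 525) after 30 min, before the luciferase read.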
# Starred values were filed as active, the others as inactive; i = inactive; ? = inconclusive; · = not tested or not shown; & = joins results of further samples; [ ] = remark or other dose. Unless noted, calls come from the whole dose curve; as a rule, active = well fitted curve in the direction sought with a large enough effect; inconclusive = small, poorly fitted or top-dose-only effect, or another doubt; inactive = no such curve, though single readings can be large; an effect the other way counts as inactive or inconclusive.
SMILES,S2 tox,pAkt inh,Nrf2 activator,TGFb SMAD3 inh,Nrf2 inh,CCT modulator,HepG2 tox,MmCpn inh,A549 viability
O=c1[nH]c2cc([N+](=O)[O-])ccc2c2ccc([N+](=O)[O-])cc12,i,i,3.9%,?,?,-2.1,2.6%,·,-1.7%
CCOCCNC(=O)c1ccccc1C(=O)NCCOCC,i,i,-0.4%,20.8%,0.0%,-1.3,18.2%,0.6%,2.2%
Cc1c(NC(=S)NC(=O)c2ccccc2Br)c(=O)n(-c2ccccc2)n1C,i,i,-0.6%,15.6%,16.9%,-5.4,-1.1%,-2.6%,-3.4%
CC(C)c1onc(C(=O)Nc2sc3c(c2C#N)CCC3)c1[N+](=O)[O-],i,i,10.4%,1.2%,18.1%,-1.9,-2.0%,0.5%,2.7%
CCN1CCN(C(=O)CSc2ccc(C)cc2)CC1,i,i,-0.2%,-10.5%,?,-1.9,-6.8%,0.7%,9.1%
CCCc1c(C)c2cccc(C)c2[nH]c1=O,i,i,0.2%,-5.2%,?,-3.1,-2.2%,-1.6%,-19.0%
Cc1ccc(SCC(CC(C)C)N2CCN(CCc3ccccc3)CCC2=O)cc1 (stereo not drawn),·,·,·,?,?,·,-32.1%,·,?
COc1ccc(C(C)=O)cc1COC(=O)c1ccc2c(c1)OCCO2,i,i,2.6%,21.6%,-3.3%,-0.9,0.4%,-21.8%,-9.0%
Cc1cccc(NC(=O)c2cnc3ccccn3c2=O)c1,i,i,-0.6%,6.1%,?,-0.2,-27.9%,-4.0%,-1.9%
CNc1nc(CCN2C(=O)c3ccccc3C2=O)cs1,i,i,0.3%,17.6%,2.1%,-1.5,1.3%,-0.7%,-0.5%
CCOC(=O)C1CCN(C(=O)CSc2ccccc2Cl)CC1,i,i,0.1%,-20.8%,-6.1%,3.3,-18.5%,1.5%,3.0%
Nc1cc2c([N+](=O)[O-])cccc2o1,i,i,?,-12.5%,-1.5%,-5.3,-15.6%,-2.0%,-15.1%
Cc1ccc(C2Nc3ccccc3-c3nc4ccccc4n32)o1 (stereo not drawn),i,i,7.2%,-17.2%,8.9%,-2.7,-39.7%,-3.7%,1.1%[1.84 µM]
Cc1ccccc1OCC(=O)Nc1ccc2nc(SCC(N)=O)sc2c1,?,·,4.1%,-4.0%,?,·,-19.3%,·,-6.0%
Cc1cccc(S(=O)(=O)c2c(C)cc(C)[nH]c2=O)c1,i,i,0.1%,0.0%,-1.3%,0.1,12.9%,0.6%,-4.6%
c1ccc(CCn2c(C3CC3)nc3ccccc32)cc1,i,i,-0.2%,0.6%,?,-0.8,-1.3%,-1.8%,1.3%
O=C(COc1ccc2ccc(=O)oc2c1)NC(Cc1ccc(Cl)cc1)C(=O)O (stereo not drawn),i,i,-1.0%,-1.9%,0.6%,-1.7,0.9%,-0.5%,-0.1%
Cc1cc(C(=O)OCC(=O)c2cccc([N+](=O)[O-])c2)c2ccccc2n1,i,i,-0.3%,?,11.9%,0.7,-1.9%,-1.2%,0.8%
O=C(CCNC(=O)C1CCN(S(=O)(=O)c2ccc(F)cc2)CC1)Nc1ccccc1,i,i,-0.3%,-15.8%,-11.1%,-1.9,3.1%,0.8%,-1.1%
CC(=O)Nc1ccc(NC(=O)CCS(=O)(=O)c2ccc3c(c2)oc(=O)n3C)cc1,i,i,-0.1%,10.4%,1.0%,-2.0,5.0%,-0.7%,-0.7%

# Rewritten as tab-separated lines: entries from further up.
SMILES	S2 tox	pAkt inh	Nrf2 activator	TGFb SMAD3 inh	Nrf2 inh	CCT modulator	HepG2 tox	MmCpn inh	A549 viability
CCN1CCN(C(=O)CSc2ccc(C)cc2)CC1	i	i	-0.2%	-10.5%	?	-1.9	-6.8%	0.7%	9.1%
CCCc1c(C)c2cccc(C)c2[nH]c1=O	i	i	0.2%	-5.2%	?	-3.1	-2.2%	-1.6%	-19.0%
Cc1ccc(SCC(CC(C)C)N2CCN(CCc3ccccc3)CCC2=O)cc1 (stereo not drawn)	·	·	·	?	?	·	-32.1%	·	?

# (listing goes on)
SMILES,S2 tox,pAkt inh,Nrf2 activator,TGFb SMAD3 inh,Nrf2 inh,CCT modulator,HepG2 tox,MmCpn inh,A549 viability
CN(C)S(=O)(=O)c1ccc2c(c1)nc(CCC(=O)Nc1ccc(N3CCOCC3)cc1)n2C,i,i,-0.3%,-14.1%,5.3%,0.6,3.7%,2.1%,1.2%
CC(=O)N1CC(C)Sc2ccc(S(=O)(=O)NCc3ccc(F)cc3)cc21 (stereo not drawn),i,i,6.4%,9.7%,-0.7%,0.8,-2.2%,1.3%,-3.2%
O=C(O)CCC(=O)OCCCc1cc2ccccc2c(=O)o1,i,i,0.4%,-2.5%,-4.0%,-3.4,-5.4%,2.0%,1.9%
CCCCOc1ccc(C(=O)NN2CCOCC2)cc1,i,i,-0.4%,4.9%,10.5%,1.8,-1.2%,·,1.1%
C=CCSc1nnc2n(CCc3ccccc3)c(=O)c3c4c(sc3n12)COC(C)(C)C4,i,·,0.3%,-0.9%,8.1%,-0.1,-34.6%,4.3%,2.6%
N#C/C(=C/c1ccc(N2CCOCC2)o1)c1ccc(Br)cc1,i,i,11.2µM*,165.9%[activator],6.7%,-8.2,-47.1%,0.2%,-18.7%
COCCNC(=O)C1(C)CCN(C(=O)COc2ccc(Cl)cc2Cl)C1 (stereo not drawn),i,i,-0.8%,6.9%,·,-0.8,-0.9%,·,·
COc1ccc2c(c1OC)C(=O)OC2Nn1cncn1 (stereo not drawn),i,i,-0.7%,-8.1%,·,2.4,4.0%,-3.3%,13.1%
CC(=O)Nc1ccc2ccc3cccc4ccc1c2c34,i,i,0.8%,27.4%,-10.9%,-3.3,3.0%,-3.9%,-5.6%
COc1ccccc1-c1noc(-c2ccccc2)n1,i,i,24.7%,-1.7%,?,-1.7,-42.8%,0.5%,2.1%
O=C(NC(=S)Nc1cccc2cc(O)ccc12)c1ccccc1Br,i,i,9.9%,?,18.0%,1.5,-3.1%,0.2%,-0.3%
CC(=O)NC(Cc1ccccc1)C(=O)NC1CCN(C(=O)c2ccc([N+](=O)[O-])cc2)CC1 (stereo not drawn),i,i,0.1%,9.3%,10.6%,-6.8,-3.3%,-5.2%,-0.6%
Cc1ccc(N(C(=O)C(F)(F)F)C(C(=O)NC2CCCCC2)c2ccncc2)cc1C (stereo not drawn),i,i,-0.4%,2.0%,?,-2.5,-1.7%,2.4%,-0.6%
Cc1occc1C(=O)N/N=C/c1ccc[nH]1,i,i,0.4%,6.4%,14.8%,-2.0,-5.2%,·,0.8%
COc1cc(C=O)ccc1Oc1nc(Nc2ccc(F)cc2F)nc(N2CCOCC2)n1,i,i,0.4%,-5.0%,-16.9%,-2.4,-5.3%,0.1%,-4.2%
CCN1CCc2c(sc(-n3cccc3)c2C(C)NC(=O)Nc2ccccc2C)C1 (stereo not drawn),·,·,10.0%,?,?,·,-16.0%,·,0.6%
O=S1(=O)CCN(OCc2ccc(F)cc2Cl)CC1,i,i,-1.1%,8.4%,12.2%,-0.8,0.9%,-4.2%,4.2%
CCOC(=O)C1CCCN(C(=O)Cn2ncc3c([nH]c4ccc(C)cc43)c2=O)C1 (stereo not drawn),i,i,-0.3%&1.3%,-6.5%&-0.9%,-4.1%&21.2%,1.2,-0.3%&0.2%,-2.0%,-2.7%&1.5%
Cc1nc(Nc2nc3ccccc3o2)nc(C)c1C(=O)Nc1ccc(F)cc1,i,i,0.6%,7.0%,1.7%,0.5,1.1%,1.8%,7.2%
O=C(CC[C@H]1O[C@@H](n2ccc(=O)[nH]c2=O)[C@H](O)[C@@H]1O)NC1CCN(Cc2ccccc2)C1 (stereo partly drawn),i,i,0.5%,-24.2%,·,-0.2,-4.7%,·,·
O=C(Cn1nc(-c2ccccc2)ccc1=O)NCCN1CCN(c2cccc(Cl)c2)CC1,i,i,0.4%,-1.6%,5.1%,-0.5,-28.8%,1.3%,-5.2%
CCCCCNC(=O)CC1Nc2c3ccccc3nc(=S)n2C1=O (stereo not drawn),·,·,0.2%,12.8%,1.7%,-3.4,-4.0%,-2.9%,?
NC(=O)C1(N2CCCCC2)CCN(C(=O)CSc2nc3ccccc3s2)CC1,i,i,3.9%,-1.4%,-14.4%,0.1,0.9%,-6.7%,-0.7%
CC(C)NC(=O)c1cc(C2CCCCN2S(=O)(=O)c2ccccc2)on1 (stereo not drawn),i,i,0.0%[9.22 µM],32.0%[activator],·,-0.2,-0.9%,·,·
COCCn1c2nc(=O)n(-c3ccccc3)c(=O)c-2nc2ccccc21,·,i,-3.1%,?,·,0.7,-95.5%,·,·
O=C(Nc1ccccc1F)Nc1cccnc1Cl,i,i,5.5%,3.5%,?,1.1,-11.9%,·,5.7%
CC(=O)c1cccc(NC(=O)c2ccc(OCc3c(C)noc3C)cc2)c1,i,i,-0.6%,17.8%,?,0.9,-2.5%,-0.7%,-2.1%
CCN(CC)S(=O)(=O)c1ccc(/C(O)=C2/C(=O)C(=O)N(CCOC)C2c2ccccc2)cc1 (stereo not drawn),i,i,0.4%,-14.0%,·,-4.4,0.1%,1.1%,0.9%
C=CCNC(=S)Nc1ccc(C)cc1[N+](=O)[O-],i,i,4.7%,7.7%,0.3%,0.4,-1.4%,0.2%,-0.7%
CCOC(=O)Cc1nc2cc(Cl)ccc2o1,i,i,-0.4%,4.1%,-9.0%,2.5,18.2%,-0.4%,1.3%
CC1CC(C)CN(CCCSc2ccccc2)C1 (stereo not drawn),i,i,-0.5%,-1.0%,0.2%,1.5,-19.2%,-2.4%,-0.3%
Cc1cc(Cn2ccnc2)c(C)c([N+](=O)[O-])c1Cn1ccnc1,i,i,3.4%,-0.3%,-19.4%,0.3,-2.9%,-3.2%,-3.3%

# Rows are unselected. About 4.4% of those tested had a hit in this group.
